# High-throughput results: PubChem, The Scripps Research Institute Molecular Screening Center
# GSTO1 counter: blocks human GSTO1 in RBBP9 counter-screen | P78417 | recombinant GSTO1, activity-based probe fluorescence polarization | inhibition, % at 5.96 µM | actives 1.1% (n = 300,000);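 active = inhibition above the campaign mean inhibition plus 3 SD, cut at about 35% in these data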;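 also: 0% = GSTO1-1 with DMSO and 100% = wells lacking GSTO1-1 enzyme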
# pPAFAH inh: pPAFAH (human) enzyme inhibition. Q13093. recombinant pPAFAH, FP-rhodamine probe fluorescence polarization. inhibition, % at 3.39 µM. actives 1.5% (n = 330,000). AID 463082;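 active = inhibition above the mean inhibition across the screen plus 3 SD, cut at about 25% in these data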;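 also: inhibitors block binding of the rhodamine activity-based probe so polarization drops; 0% = enzyme with DMSO and 100% = wells lacking pPAFAH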
# Target sequence (Q13093 whole entry, looked up): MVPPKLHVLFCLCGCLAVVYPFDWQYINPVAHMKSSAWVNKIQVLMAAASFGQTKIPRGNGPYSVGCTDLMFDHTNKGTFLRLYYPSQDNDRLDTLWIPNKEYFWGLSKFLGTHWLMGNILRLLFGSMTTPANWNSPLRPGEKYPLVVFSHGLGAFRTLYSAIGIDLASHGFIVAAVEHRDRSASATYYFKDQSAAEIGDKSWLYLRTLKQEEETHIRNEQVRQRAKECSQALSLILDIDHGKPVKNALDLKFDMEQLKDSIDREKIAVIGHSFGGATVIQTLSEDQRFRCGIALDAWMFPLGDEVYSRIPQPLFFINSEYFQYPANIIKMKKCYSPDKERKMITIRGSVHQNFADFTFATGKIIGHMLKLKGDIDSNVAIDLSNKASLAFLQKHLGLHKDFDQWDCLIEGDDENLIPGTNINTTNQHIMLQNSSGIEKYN
# PREPL inh: inhibits the human prolyl oligopeptidase-like enzyme. recombinant PREPL, fluorescence polarization activity-based probe. inhibition, % at 5.96 µM. actives 0.68% (n = 320,000); in the data active = inhibition above about 43%;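 also: 0% = enzyme with DMSO and 100% = wells lacking enzyme; many of its hits are not listed in these tables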
# PME-1 primary: blocks human protein phosphatase methylesterase 1; Q9Y570; recombinant PME-1, FP-Rh probe fluorescence polarization; inhibition, % at 5.9 µM; actives 0.53% (n = 320,000); AID 2130;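 active = inhibition above the campaign mean of all compounds plus 3 SD, cut at about 26% in these data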;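 also: competitive labeling of PME-1 active site by serine hydrolase directed probe; 0% = PME-1 with DMSO and 100% = wells lacking PME-1 enzyme; inhibitors block probe labeling so polarization falls and inhibition rises; many of its hits are not listed in these tables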
# Target sequence (Q9Y570 whole entry, looked up): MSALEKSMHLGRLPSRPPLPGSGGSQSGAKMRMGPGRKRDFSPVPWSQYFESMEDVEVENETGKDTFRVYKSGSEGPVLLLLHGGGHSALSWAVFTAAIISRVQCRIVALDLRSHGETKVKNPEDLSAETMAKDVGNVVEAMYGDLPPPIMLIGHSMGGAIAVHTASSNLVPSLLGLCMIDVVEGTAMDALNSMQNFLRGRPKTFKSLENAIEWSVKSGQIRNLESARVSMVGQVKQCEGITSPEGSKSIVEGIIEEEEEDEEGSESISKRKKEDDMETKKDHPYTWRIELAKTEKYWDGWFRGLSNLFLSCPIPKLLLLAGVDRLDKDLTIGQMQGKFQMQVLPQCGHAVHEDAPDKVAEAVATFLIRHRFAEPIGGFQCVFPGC
# PAD4 FP inh: inhibitors of human PAD4; Q9UM07; recombinant PAD4, RCA probe fluorescence polarization; inhibition, % at 6.36 µM; actives 0.41% (n = 330,000); AID 485272;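 active = percent inhibition above a cutoff equal to the mean of all tested compounds plus 3 SD, cut at about 15% in these data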;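 also: 0% = PAD4 with RCA probe and DMSO and 100% = probe without PAD4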
# LYPLA1 inh: counter-screen for PME1 inhibitors: inhibitors of human LYPLA1. AID 2174. recombinant LYPLA1, FP-Rh probe fluorescence polarization. inhibition, % at 5.9 µM. O75608. actives 0.16% (n = 320,000);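 active = inhibition above the mean of all tested compounds plus 3 SD, set per campaign, cut at about 14% in these data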;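 also: inhibitors block serine hydrolase probe labeling of LYPLA1 so polarization falls; 0% = enzyme with DMSO and 100% = wells lacking LYPLA1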
# Target sequence (O75608 whole entry, looked up): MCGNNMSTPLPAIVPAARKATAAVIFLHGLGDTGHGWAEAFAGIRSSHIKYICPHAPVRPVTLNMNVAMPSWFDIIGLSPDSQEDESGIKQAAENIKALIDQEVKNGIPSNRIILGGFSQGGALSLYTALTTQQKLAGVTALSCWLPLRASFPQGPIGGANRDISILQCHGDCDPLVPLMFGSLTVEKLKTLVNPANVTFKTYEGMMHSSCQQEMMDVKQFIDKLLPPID
# LYPLA2 counter: LYPLA2 (human) inhibition in PME1 counter-screen; inhibition, % at 5.9 µM; AID 2177; recombinant LYPLA2, FP-Rh probe fluorescence polarization; actives 0.38% (n = 320,000); O95372;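 active = inhibition above the screen-wide mean plus 3 SD, limit set per campaign, cut at about 26% in these data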;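 also: 0% = LYPLA2 with DMSO and 100% = wells lacking LYPLA2 enzyme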
# PAFAH1B3 FP inh: inhibitors of human PAFAH1B3; Q15102; recombinant PAFAH1B3, FP-rhodamine probe, fluorescence polarization; inhibition, % at 3.39 µM; actives 0.28% (n = 340,000); AID 492972;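 active = inhibition above the screen-wide average of all tested compounds plus 3 SD, cut at about 25% in these data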;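 also: 0% = enzyme with DMSO only and 100% = wells lacking PAFAH1B3 protein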
# PAFAH1B2 inh: PAFAH1B2 (human) inhibition; AID 492953; P68402; inhibition, % at 3.39 µM; actives 1.2% (n = 340,000); recombinant PAFAH1B2, FP-rhodamine activity probe, fluorescence polarization;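 active = inhibition above the mean of all tested compounds plus 3 SD, cut at about 24% in these data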;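 also: 0% = enzyme with DMSO and 100% = wells lacking PAFAH1B2; many of its hits are not listed in these tables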
# Starred values were filed as active, the others as inactive; nt = no result given. Only part of the results is shown (hit frequency here may not be typical).
SMILES,GSTO1 counter,pPAFAH inh,PREPL inh,PME-1 primary,PAD4 FP inh,LYPLA1 inh,LYPLA2 counter,PAFAH1B3 FP inh,PAFAH1B2 inh
CC1(C)C(=O)Nc2ccccc2N1C(=O)CN1C(=O)NC(CCc2ccccc2)C1=O (stereo unspecified),4,10,14,2,0,-4,-3,1,-1
O=S(=O)(c1ccc(Cl)cc1)N1CCC(c2nc3ccccc3[nH]2)CC1,-1,3,-33,-4,-2,-2,3,4,27*
O=C(CSc1nc2ccccc2[nH]1)N=Nc1c(O)[nH]c2ccccc12,3,12,-1,0,-7,-1,-9,10,6
COc1cc(O)c(C(CCN2CCCC(C)C2)c2ccc(N(C)C)cc2)c(OC)c1 (stereo unspecified),7,1,5,2,5,-3,1,4,3
O=C(CN(CCc1ccccc1)S(=O)(=O)c1ccc(Cl)cc1)N/N=C/c1ccc2c(c1)OCO2,5,3,-2,1,2,1,-4,0,5
Cc1cc(C)cc(N(CC(=O)NC2CCCC2)C(=O)c2csnn2)c1,-2,-2,5,-11,-5,5,-1,2,0
CC(=O)Oc1ccc(C(=O)Nc2nnc(C)s2)cc1,6,-1,4,-5,-3,1,6,5,6
Cc1ccc(N(C(=O)c2cc3ccccc3oc2=O)C2C=CS(=O)(=O)C2)cc1 (stereo unspecified),-3,6,0,-1,-1,1,2,-6,3
COc1ccc(C(=O)c2ccc(OC)c(OC)c2)cc1,-6,5,-3,0,-3,0,0,1,0
O=C(Nc1cccc(S(=O)(=O)N2CCCCCC2)c1)c1ccc2ccccc2n1,-3,2,3,-18,-1,-13,-18,-9,-9
Cc1[nH]c2c(ccc3ccccc32)c1C1C(CCN)C1(C)C (stereo unspecified),7,-2,31,11,0,2,2,0,-2
CN(C(=O)c1ccno1)c1nnc(-c2cnccn2)s1,-2,-3,14,-3,-2,0,-3,4,1
COc1ccc(CNC(=O)CN(Cc2ccccc2)C(=O)CCC(=O)Nc2nccs2)cc1,-2,2,9,6,-6,3,2,6,3
CC(=O)N1CCC2(CC1)CC(=O)c1cc(OCC(=O)N3CCOCC3)ccc1O2,-1,0,14,-6,1,-1,3,8,6
CC(=O)Nc1ccc(/C=N/NC(=O)c2cc(-c3ccco3)nc3ccccc23)cc1,-93,-9,-2,-103,-3,-44,-93,-21,-19
COc1ccc(-c2cc(C)no2)cc1S(=O)(=O)N1CCN(c2ccccn2)CC1,0,2,-4,10,-3,-2,5,2,4
COc1cccc(-n2nnc3c(=O)n(CC(=O)OCc4ccccc4)cnc32)c1,-2,2,1,3,2,-6,-3,-1,-1
COc1ccc(C(=O)NNC(=O)c2cnccn2)cc1[N+](=O)[O-],3,0,-3,1,0,0,-1,14,0
O=C(NC(=S)Nc1nc2c(s1)CCCC2)c1ccc(C(=O)c2ccccc2)cc1,5,4,16,-3,0,6,9,10,2
Cc1ccc(-c2noc(CCC(=O)Nc3ccccc3N3CCN(C)CC3)n2)cc1,-6,1,32,-3,4,2,0,8,-5
COC(=O)c1cc(NC(=O)c2c(Cl)cnn2C)cc(C(=O)OC)c1,-1,6,0,0,0,3,0,2,-5
Cc1sc2nc(SCC(=O)NCc3ccco3)n(-c3ccccc3)c(=O)c2c1C,5,-3,1,-7,-11,-1,-5,-5,4
Cc1ccc2sc(NNC(=O)C3COc4ccccc4O3)nc2c1C (stereo unspecified),2,14,-10,1,-3,-2,-4,22,5
CC(C)(C)OC(=O)CN1C(=O)NC2(CCCc3ccccc32)C1=O (stereo unspecified),0,2,-2,-3,1,-2,-6,15,3
COc1ccnc(Oc2ccc(F)cc2)c1C#N,-5,-3,12,0,-5,-1,-9,nt,nt
Cc1cc(OCC(=O)OCC(=O)NCc2ccc3c(c2)OCO3)ccc1Cl,nt,12,0,0,-2,3,7,2,2
Cn1cnc(S(=O)(=O)Nc2ccc(Cl)c(C(F)(F)F)c2)c1,17,0,0,-3,0,2,-4,9,1
Brc1ccc(-c2cn3ccccc3n2)s1,-12,4,-5,-4,2,1,4,0,-1
CCCOc1ccc(Cc2c(Cl)nc(SC)nc2NC)cc1,1,-3,-3,-8,-6,-6,-9,-2,0
CC1=C(C(N)=O)C(c2ccccc2[N+](=O)[O-])n2ncnc2N1 (stereo unspecified),13,3,-6,3,-3,5,7,1,-4
Cc1nnsc1NC(=O)OCC(C)C,-3,-4,17,-2,2,-3,-6,-1,3
COc1ccc(C2Nc3ccc(Br)cc3C(c3ccccc3)N2CC(=O)O)cc1 (stereo unspecified),1,-2,-2,6,1,3,0,2,6
CC1Oc2ccccc2N(CC(=O)N2CCc3ccccc32)C1=O (stereo unspecified),-2,5,5,-4,1,3,8,-2,5
C=CCC[C@H](Cc1ccc(F)cc1)C(=O)OC[C@H](C)NC(=O)[C@H](CC=C)CC(=O)N(CCO)Cc1ccccc1,nt,10,6,nt,-4,nt,nt,2,3
COC(=O)[C@H](Cc1ccccc1)NC(=O)N(C)Cc1ccccc1,-4,-2,19,2,8,2,8,2,-1
CCOc1ccccc1NC(=O)COC(=O)Cc1ccc(-c2ccccc2)cc1,2,6,7,4,-3,-1,-7,3,-6
Cc1cccc(NC(=O)c2cccnc2)c1,0,-5,-1,-6,4,-1,-9,7,2
CCN1CCCC1CNC(=O)C(=O)NC(C)C (stereo unspecified),10,9,-2,-1,3,2,5,7,0
Cc1ccc(N2CCN(c3ccc(C)cc3)C2c2ccccn2)cc1,6,5,10,2,1,-5,4,7,4
COc1ccccc1N(C)S(=O)(=O)c1ccc(C(=O)N2CCCC(C(F)(F)F)C2)cc1 (stereo unspecified),1,1,1,3,4,2,7,-1,2
CSc1c[n+]2c(n1C)CCC2,-4,7,4,-1,-2,1,10,7,2
CSc1ccc(-c2nc(CSCC(=O)NC3CC3)c(C)o2)cc1,8,1,-4,-1,-1,-3,2,1,-5
Cc1ccc(C(=O)N2CCCC(N3CCN(c4ccccc4F)CC3)C2)s1 (stereo unspecified),3,6,-19,-8,0,0,-3,1,3
Cc1c(C(=O)N2CCCC2)c(S(=O)(=O)Nc2cccc(Br)c2)c(C)n1C,-2,2,8,-5,-2,-2,3,3,4
O=C(COC(=O)c1ccc(Cl)c(S(=O)(=O)N2CCCC2)c1)NCc1ccccc1,nt,11,6,nt,2,nt,nt,14,6

# Laid out differently: entries from further up.
canonical_smiles	GSTO1 counter	pPAFAH inh	PREPL inh	PME-1 primary	PAD4 FP inh	LYPLA1 inh	LYPLA2 counter	PAFAH1B3 FP inh	PAFAH1B2 inh
CSc1c[n+]2c(n1C)CCC2	-4	7	4	-1	-2	1	10	7	2
COc1ccccc1N(C)S(=O)(=O)c1ccc(C(=O)N2CCCC(C(F)(F)F)C2)cc1 (stereo unspecified)	1	1	1	3	4	2	7	-1	2
CSc1ccc(-c2nc(CSCC(=O)NC3CC3)c(C)o2)cc1	8	1	-4	-1	-1	-3	2	1	-5

# Later entries.
SMILES,GSTO1 counter,pPAFAH inh,PREPL inh,PME-1 primary,PAD4 FP inh,LYPLA1 inh,LYPLA2 counter,PAFAH1B3 FP inh,PAFAH1B2 inh
O=C(Cc1cccs1)NCc1cccc(CNC(=O)Cc2cccs2)c1,-1,2,-11,4,-4,1,-4,1,0
O=C(NC1=NCCS1)c1cccc(S(=O)(=O)N2CCc3ccccc32)c1,-5,0,3,7,1,-5,-2,1,3
COc1ccc(N2CC(C(=O)Nc3ccc4c(c3)OCCO4)CC2=O)cc1 (stereo unspecified),3,1,4,-3,2,3,1,-1,1
NC(=S)N=Nc1c(O)[nH]c2ccccc12,2,2,2,-1,-3,3,-6,13,3
O=C(CNCC1CCCCC1)Nc1ccc(OC(F)(F)F)cc1,6,2,17,0,-1,-1,-1,9,3
CC1CCC2(CC1)NC(=O)N(CC(=O)NC1CCCCC1C)C2=O (stereo unspecified),nt,2,5,nt,0,nt,nt,-4,2
COc1cccc(C(=O)Nc2ccc(C(F)(F)F)n(C)c2=O)c1,-6,2,4,1,-6,-4,-4,1,0
COc1ccc(OCCN2CCN(C3CC(=O)N(CCC(C)C)C3=O)CC2)cc1 (stereo unspecified),6,-3,13,-1,-2,1,-1,6,7
Cc1ccc2nc(-c3ccc(NC(=O)c4cccnc4)cc3)oc2c1,-55,-6,0,-16,-9,-13,-21,3,3
COc1ccc(-c2cc(-c3ccc(C)cc3)n[nH]2)c(O)c1,-3,-11,-1,47*,0,-8,-6,1,3
Cc1ccc(Br)cc1S(=O)(=O)N1CCN(c2ccccc2)CC1,4,6,-19,-1,-6,5,1,8,7
CC(=O)N1c2ccc(S(=O)(=O)N(C)CC(=O)NC3CCCCC3C)cc2CC1C (stereo unspecified),-3,4,12,2,-1,2,11,-4,2
CCOC1OC(=O)C(Cl)=C1Nc1ccccc1C (stereo unspecified),7,-1,17,-3,0,-2,0,-3,0
CC/C=C\C/C=C\C/C=C\CCCCCCCC(=O)O,-7,24,3,-2,4,0,1,21,7
CCCNC(=O)Cn1cnc([N+](=O)[O-])n1,3,1,-2,-5,-4,1,3,-2,0
Cc1ccc(CC(=O)N2CCOCC2)cc1,4,2,4,-3,-2,1,0,-2,4
CC(=O)Nc1cccc(Oc2nc(C)cc(C)c2C#N)c1,8,2,6,-3,2,4,4,6,-2
COc1ccc(OC)c(NC(=O)CCOc2cccc(C)c2)c1,-2,15,4,2,-4,2,6,-6,0
CCc1c(C)c(C#N)c2nc3ccccc3n2c1N1CCN(c2cc(C)ccn2)CC1,12,3,13,-7,-1,-4,4,nt,nt
COc1cccc(NC(=S)NC(C)c2ccc(OC)c(OC)c2)c1 (stereo unspecified),8,2,-4,2,0,-2,-8,1,-2
COc1cc(C(c2c(C)[nH][nH]c2=O)c2c(C)[nH][nH]c2=O)ccc1OC(C)C,20,2,8,7,-7,-3,4,5,1
CCn1cc(CNC(=O)c2ccc(OC3CCN(Cc4ccccn4)CC3)cc2)cn1,5,-1,1,2,4,2,9,-4,-1
Cc1cc(C)nc(Sc2ccc3nnc(C(F)(F)C(F)(F)C(F)(F)F)n3n2)n1,-4,-10,1,-9,3,1,4,2,4
O=C(COC(=O)c1n[nH]c2ccccc12)Nc1ccc(Cl)cc1[N+](=O)[O-],1,-8,-3,5,3,0,8,1,9
Cc1ccc(Oc2ccc(S(=O)(=O)N3CCOCC3)cc2C(N)=O)cc1C,1,0,7,6,6,4,5,1,-3
COc1ccc(/C=N/NC(=O)c2cccs2)c2ccccc12,1,8,24,-3,3,-6,-6,6,3
Oc1ccc(N2CCN(CC(O)c3ccccc3)CC2)cc1 (stereo unspecified),4,2,7,0,4,-2,-4,10,1
O=C(Nc1nnc(CSCc2ccc(F)cc2)s1)c1ccc([N+](=O)[O-])cc1,3,24,9,1,-3,-2,4,5,11
CCN(CC)C(=S)SCC(=O)Nc1ncc2c(n1)CCCC2=O,11,-3,0,-4,1,-4,-6,2,5
COc1ccc(-c2cc(C(=O)Nc3nc4ccccc4s3)c3ccccc3n2)cc1OC,-29,-19,1,-34,0,-26,-31,-35,-22
O=C(Nc1cc(C(F)(F)F)ccc1N1CCCC1)c1cccnc1,4,2,12,-3,-5,2,11,14,-3
Cc1nc2ccc(NC(=O)c3cc(S(=O)(=O)N(C)c4ccccc4)ccc3Cl)cc2s1,-8,1,0,-33,-12,-14,-26,-6,-8
Cc1cc(SCC(=O)OCC(=O)N(CCC#N)c2ccccc2)nc2ccccc12,-3,7,29,5,3,2,5,5,2
Cc1ccc(C(=O)Nc2nccc(-c3cccs3)n2)cc1,-3,-7,11,1,-5,-2,-5,9,0
O=C(O)c1cc(N/N=C/c2cccs2)ccc1Cl,11,9,10,1,-2,-2,9,nt,nt
